TDP2 absorb: human TDP2 enzyme inhibitors, primary screen, biochemical, epi absorbance, recombinant enzyme | AID 720702, 2013 | inhibition, % at 12.8 µM | actives 0.34% (n = 370,000) | T5PNP hydrolysis, p-nitrophenol absorbance 415 nm | Tyrosyl-DNA phosphodiesterase 2 (Homo sapiens), O95551;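 active means inhibition above the mean of all tested compounds plus 3 SD, set per campaign, cut at about 25% in these data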;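 further: 0% = DMSO with enzyme and 100% = buffer with substrate but no TDP2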
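Incubation: 2 h at 37 °C; Test system: recombinant human TDP2; Quantity: enzyme 120 nM; Read-out basis: percent inhibition; Medium: 50 mM Tris-HCl pH 7.5 with Mg2+, KCl, DTT, BSA; Repeats: single replicate; Compound: 12.8 µM single point, 1% DMSO; Signal: epi absorbance; Reagent: 5 mM T5PNP chromogenic substrate; Benchmarks: no-enzyme high, DMSO-plus-enzyme low.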
ARFGAP1 inhibitor: inhibitors of rat ARFGAP1 GAP activity, primary screen, biochemical, fluorescence polarization, GDP tracer | ADP-ribosylation factor GTPase-activating protein 1 (Rattus norvegicus), Q62848 | Arfgap1-stimulated ARF1 GTP hydrolysis, GDP FP detection | inhibition, % at 16.5 µM | actives 0.26% (n = 360,000) | AID 651572, 2012;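 active means inhibition above a per-plate limit, mean inhibition of low control wells plus 3 SD, cut at about 25% in these data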;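 further: 0% = DMSO wells with enzyme and 100% = wells lacking Arfgap1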
Target sequence (Q62848 1-136 limits assumed): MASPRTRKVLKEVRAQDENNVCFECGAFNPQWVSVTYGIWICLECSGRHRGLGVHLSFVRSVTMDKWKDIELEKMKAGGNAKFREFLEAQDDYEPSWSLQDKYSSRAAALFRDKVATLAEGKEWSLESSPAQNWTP
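Replicates: Single well per compound | Assay system: Truncated rat Arfgap1 GAP domain | Control set: No-Arfgap1 wells (100%) versus DMSO full-reaction wells (0%) | Times: Enzyme reaction 120 min at 25 °C after 20 min preincubation | Reagent: Human ARF1(Δ1-17)-GTP substrate | Measured by: Tracer-displacement fluorescence polarization with EDTA stop, 620/688 nm | Measure: Percent inhibition of Arfgap1-stimulated GTP hydrolysis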
ADAM17 inh: ADAM17 inhibitors, primary screen, biochemical, QFRET; recombinant ADAM17, EDANS/DABCYL FRET peptide cleavage; actives 0.83% (n = 370,000); Disintegrin and metalloproteinase domain-containing protein 17 (Homo sapiens), P78536; inhibition, % at 6.95 µM;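 active means inhibition above the mean of compounds lying between control limits plus 3 SD, set per campaign, cut at about 8.5% in these data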;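 further: 0% = DMSO-only wells as the low control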
Target sequence (P78536 215-824 limits assumed): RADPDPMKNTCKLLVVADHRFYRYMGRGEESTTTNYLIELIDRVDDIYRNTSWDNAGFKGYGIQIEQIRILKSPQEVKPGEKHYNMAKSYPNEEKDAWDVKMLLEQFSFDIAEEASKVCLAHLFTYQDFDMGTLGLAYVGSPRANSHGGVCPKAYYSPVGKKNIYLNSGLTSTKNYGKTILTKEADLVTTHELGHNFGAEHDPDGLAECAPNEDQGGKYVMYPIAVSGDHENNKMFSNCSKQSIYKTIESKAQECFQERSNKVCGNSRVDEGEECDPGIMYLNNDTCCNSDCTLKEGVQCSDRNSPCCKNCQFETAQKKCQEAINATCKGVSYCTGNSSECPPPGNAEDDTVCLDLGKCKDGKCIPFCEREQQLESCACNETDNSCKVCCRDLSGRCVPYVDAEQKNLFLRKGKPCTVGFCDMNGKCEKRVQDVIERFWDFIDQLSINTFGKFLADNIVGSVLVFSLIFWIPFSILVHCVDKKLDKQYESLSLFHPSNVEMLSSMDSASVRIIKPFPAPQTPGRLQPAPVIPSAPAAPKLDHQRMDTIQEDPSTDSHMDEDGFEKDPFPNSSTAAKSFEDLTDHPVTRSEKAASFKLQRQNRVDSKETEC
ADAM10 inh: human ADAM10 inhibitors, primary screen, biochemical, QFRET, HTS | actives 0.62% (n = 370,000) | inhibition, % at 7 µM | AID 720582, 2013 | recombinant ADAM10, EDANS/DABCYL FRET peptide cleavage, 3 h;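 active means inhibition above a per-campaign cutoff equal to the mean of compounds falling between control-based bounds plus 3 SD, cut at about 20% in these data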;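 further: 0% = DMSO wells while the 100% control is not disclosed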
ASAP1 inh: inhibitors of human ASAP1 ArfGAP activity, primary screen, biochemical, fluorescence polarization; ASAP1-stimulated ARF1 GTP hydrolysis, GDP FP detection; Arf-GAP with SH3 domain, ANK repeat and PH domain-containing protein 1 (Homo sapiens), …; inhibition, % at 16.5 µM; actives 0.19% (n = 360,000); in the data active means inhibition above about 25%;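 further: 0% = vehicle with enzyme and substrate and 100% = no enzyme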
proKLK7 act: proKLK7 zymogen activators, primary screen, biochemical, fluorescence intensity; purified proKLK7, EDANS-DABCYL substrate fluorescence; 100% is mature enzyme control, 0% vehicle; Kallikrein-7 (Homo sapiens), P49862; actives 0.9% (n = 370,000); activation, % at 7 µM;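 active means activation above the mean of all tested compounds plus 3 SD, computed per campaign excluding outliers beyond control limits, cut at about 13% in these data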
Target sequence (P49862 whole entry, looked up): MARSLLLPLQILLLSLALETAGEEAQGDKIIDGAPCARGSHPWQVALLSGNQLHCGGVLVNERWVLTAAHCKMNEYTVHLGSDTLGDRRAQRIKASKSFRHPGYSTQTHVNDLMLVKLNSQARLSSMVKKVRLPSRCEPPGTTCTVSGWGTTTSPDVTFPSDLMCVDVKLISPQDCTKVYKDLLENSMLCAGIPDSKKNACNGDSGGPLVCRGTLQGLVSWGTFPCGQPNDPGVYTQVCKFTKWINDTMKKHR
DDE Tn7 FP inh: inhibitors of Tn7 peptide binding to fibrin DD(E), primary screen, biochemical, fluorescence polarization, human fibrin, Tn7 probe. FP displacement of FITC-Tn7 peptide from fibrin DD(E); 0% = median of compound wells per plate. inhibition, % at 8.3 µM. actives 0.13% (n = 370,000);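 active means inhibition above the mean of compounds falling within the control limits plus 3 SD of them, cut at about 14% in these data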;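 further: 0% = plate median of compound wells and 100% = 10 µM Aha-Tn7 peptide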
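Assay system: human fibrin DD(E). Input: DD(E) 2 µM final. Medium: Tris buffer with calcium and detergent, pH 7.8. Compound dosing: single point at 8.3 µM. Timing: 10 min plus 3 h, room temperature. Technique: fluorescence polarization of the labelled Tn7 tracer. Read-out: percent inhibition. Replicates: singlicate testing.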
PLCg1 inh: PLC-gamma1 enzyme inhibitors, primary screen, biochemical, fluorescence, purified enzyme. actives 0.84% (n = 370,000). AID 720700, 2013. inhibition, % at 12.2 µM. fluorogenic substrate. 1-phosphatidylinositol 4,5-bisphosphate phosphodiesterase gamma-1 (Homo sapiens), P19174; in the data active means inhibition above about 9.5%
LEDGF integ inh: blockers of LEDGF/p75-dependent integrase strand transfer – biochemical, TR-FRET, high throughput, primary screen; HIV-1 integrase (with human LEDGF/p75); TR-FRET IN-LEDGF/p75 DNA integration, Eu/Cy5; inhibition, % at 3.7 µM; actives 0.64% (n = 370,000); AID 743269, 2014;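 active means inhibition above the screen-wide mean plus 3 SD, cut at about 13% in these data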;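 further: signal is the Cy5 over europium emission ratio at 671 and 618 nm; 0% = plate median of compound wells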
DDE Tn6 FP inh: inhibitors of Tn6 peptide binding to fibrin DD(E), primary screen, biochemical, fluorescence polarization, human fibrin, Tn6 probe. Fibrinogen beta chain (Homo sapiens), P02675. Fibrin DD(E) TRITC-Tn6 fluorescence polarization displacement. inhibition, % at 8.3 µM. actives 0.21% (n = 370,000);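 active means inhibition above a per-campaign cutoff: mean of compounds within control limits plus 3 SD, cut at about 15% in these data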;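 further: 0% = median of all compound wells on the plate and 100% = blocking peptide control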
Active calls of the source: *; nt = no result given. Hits appear at their usual frequency; about 4.2% have a hit in one of these screens.

TDP2 absorb	ARFGAP1 inhibitor	ADAM17 inh	ADAM10 inh	ASAP1 inh	proKLK7 act	SMILES	DDE Tn7 FP inh	PLCg1 inh	LEDGF integ inh	DDE Tn6 FP inh
-8	-7	4	10	-3	-0.1	Cc1ccc(NC(=O)CN2C(=O)CSc3ccc(S(=O)(=O)N4CCCCC4)cc32)cc1	0	1	-2	-3
0	-17	-2	1	-10	0.1	Cc1ccccc1N(CC(=O)N/N=C/c1ccc(F)cc1)C(=O)c1ccccc1	3	1	1	-8
0	6	-1	4	-8	0.0	Cc1ccc(-c2nnn(CCC(=O)Nc3ccc4c(c3)OCO4)n2)cc1	-4	2	1	-1
-6	10	-2	-3	5	-0.3	Cc1n[nH]c(=O)n1-c1ccc(OC(F)(F)F)cc1	-1	3	-2	-10
6	18	0	-2	0	0.3	O=C(Nc1cc(S(=O)(=O)N2CCOCC2)ccc1N1CCCC1)c1ccccc1C(F)(F)F	-2	-1	1	-2
-5	-15	0	2	-8	-0.1	CCN(C(=N)N=C(N)N)c1ccccc1	1	-1	3	12
0	3	-2	-3	-5	0.4	Cc1ccc(C(=O)N/C(=C/c2ccco2)C(=O)NC2CCS(=O)(=O)C2)cc1 (configuration not stated)	-2	-3	4	-9
4	5	3	0	0	-0.4	CCOC(=O)c1nnn(-c2nonc2N)c1-c1ccccc1Cl	4	-1	3	-2
1	2	-3	3	4	-0.1	O=C1Nc2ccccc2C1(O)Cc1ccncc1 (configuration not stated)	6	-1	-5	-12
-7	8	-7	-16	-7	1.1	CN(C)S(=O)(=O)c1ccc(N2CCCC2)c(C(=O)N2CCN(S(=O)(=O)c3ccc(F)cc3)CC2)c1	10	-11	-9	3
5	nt	-2	-1	nt	0.7	CC1CCN(c2ccc(C(=O)O)cc2NS(=O)(=O)c2ccc(Br)s2)CC1	2	3	4	3
0	3	2	2	0	-0.2	CC(C)c1ccc2[nH]c(O)c(N=NC(=O)c3cccc(S(=O)(=O)Nc4ccccc4Cl)c3)c2c1	3	-1	-2	9
-4	8	0	9	10	-0.1	COC(=O)c1ccc(NC(=S)NCC2CC2)cc1	-7	5	0	-3
-4	1	0	8	6	1.7	CCOc1ccc(/C(O)=C2/C(=O)C(=O)N(c3ncccn3)C2c2ccc(C)cc2)cc1 (configuration not stated)	2	-6	4	6
1	9	-4	-11	5	0.2	Cc1ccc2oc(=O)n(CC(=O)N3CCOCC3)c2c1	-2	1	-1	-3
4	-8	2	8	0	0.2	O=C(Nc1cc(C(F)(F)F)ccc1N1CCOCC1)c1cccs1	-5	4	0	2
5	-1	-1	-1	6	0.1	COc1ccc(-c2c[n+](CC(=O)c3ccccc3)c3n2CCCCC3)cc1	-4	-1	1	-3
-3	3	2	3	10	-0.2	Cn1c(=O)c(=O)n(C)c2cc(S(=O)(=O)CCC(=O)Nc3ccccc3C(F)(F)F)ccc21	3	7	1	-7
0	-4	3	14	-2	-0.2	CCCOc1ccc(CSc2nc3ccccc3[nH]2)cc1	-2	-1	-1	-2
1	6	-2	-8	-9	3.7	O=C(Nc1ccc(F)c(Cl)c1)c1cc(-c2ccco2)on1	-7	-1	-1	-7
0	7	-8	-26	4	8.2	O=C(Cc1n[nH]c(=O)c2ccccc12)OCC(=O)c1ccc2c(c1)OCCO2	-4	-13	-2	2
4	-1	-2	-10	5	0.4	CC(C)C(OC(=O)c1nsc(Cl)c1Cl)C(=O)NC(C)(C)C (configuration not stated)	-1	0	0	-9
-4	-9	-4	-15	-8	0.4	O=C(O)c1ccc(CSc2nc3ccc(NC(=O)c4ccccc4C(=O)O)cc3s2)cc1	-8	-5	-2	-5
11	-1	-2	4	-5	-0.3	C=CCN1c2ccccc2[C@]23C[C@@H](C(=O)OC)N(C(=O)OCC)C2=NC(C(=O)OC)=C(C(=O)OC)[C@H]13	0	3	-4	-2
-2	2	3	4	13	0.4	CC1CN(c2nc(N(C)c3ccccc3)nc(N)c2[N+](=O)[O-])CC(C)O1 (configuration not stated)	-4	6	1	-7
-4	3	-2	-13	5	0.6	CCn1nnc2cc(C(=O)N(CCOC)CC(=O)Nc3cccc(C)c3C)ccc21	0	-2	1	-1
-5	13	2	6	13	0.2	O=C(Nc1cccc(OCC(=O)N2CCOCC2)c1)c1cccc(Cl)c1	-1	6	5	10
6	-4	-47	-153	-10	4.5	Cc1nc2c(C(=O)N3CCN(C)CC3)cnn2c(C)c1Cc1ccc(Cl)cc1	-9	-107	-1	1
7	8	-2	2	-7	-0.2	Cc1ccc(C)c(-n2c(-c3csc(C)c3C)n[nH]c2=S)c1	-5	0	4	-5
3	20	-1	0	-7	-0.2	COc1ccc(C)cc1S(=O)(=O)N(C)CC(=O)N1CCN(c2ccccc2)CC1	-5	3	1	6

Among those listed so far, these contain a furan ring, fused or not.
TDP2 absorb	ARFGAP1 inhibitor	ADAM17 inh	ADAM10 inh	ASAP1 inh	proKLK7 act	SMILES	DDE Tn7 FP inh	PLCg1 inh	LEDGF integ inh	DDE Tn6 FP inh
0	3	-2	-3	-5	0.4	Cc1ccc(C(=O)N/C(=C/c2ccco2)C(=O)NC2CCS(=O)(=O)C2)cc1 (configuration not stated)	-2	-3	4	-9
1	6	-2	-8	-9	3.7	O=C(Nc1ccc(F)c(Cl)c1)c1cc(-c2ccco2)on1	-7	-1	-1	-7

(more compounds)
TDP2 absorb	ARFGAP1 inhibitor	ADAM17 inh	ADAM10 inh	ASAP1 inh	proKLK7 act	SMILES	DDE Tn7 FP inh	PLCg1 inh	LEDGF integ inh	DDE Tn6 FP inh
13	1	-2	7	-15	0.0	O=C1CCC(C(=O)Nc2cccc(Oc3ccccc3)c2)=NN1	-4	0	1	4
-13	6	-6	-6	-8	-0.5	CCCCNC(=O)CCn1ccc2cc(S(=O)(=O)N3CCCC3)ccc21	3	3	-6	-5
-8	8	8.7*	15	4	-1.0	Cc1[nH]n(-c2ncc(-c3ccccc3)s2)c(=O)c1C(c1ccc(Br)cc1)C(C#N)C#N (configuration not stated)	-2	-1	2	-8
2	3	0	-5	-7	0.3	COc1cccc(OC(=O)N2CCOCC2)c1	6	-1	-5	10
-3	-8	-1	-3	-20	0.5	O=C(CCS(=O)(=O)c1cc(Br)cc2c1N(C(=O)C1CC1)CC2)N1CCN(c2ccccn2)CC1	7	3	4	-4
6	-8	4	12	4	-0.1	COc1ccc(F)cc1-c1cc(C(=O)NCc2ccc(C(F)(F)F)cc2)[nH]n1	7	1	0	-18
-21	10	-38	-88	-1	-4.8	Cc1c(C)c2ccc(OCC(=O)c3ccccc3)cc2oc1=O	-2	-24	4	-3
16	4	-2	-7	-9	0.5	CCc1ccc(CN2CCC(Oc3ccc(C(=O)N4CCCCC4)cc3)CC2)cc1	-3	1	2	-4
-2	-7	-5	-5	5	-0.4	COc1ccc(-n2ncc(C(C)NS(=O)(=O)c3cc(C)sc3C)c2C)cc1 (configuration not stated)	2	1	-1	10
-2	-11	-2	-5	3	0.6	Cc1cc(C(=O)N2CCN(c3ccc(F)cc3)CC2)on1	-8	1	-3	-3
-2	14	-4	-7	2	-0.6	CCCCCn1c(Sc2nc3ccccc3s2)nc2c1c(=O)[nH]c(=O)n2C	2	2	2	1
3	-11	-1	2	12	-0.7	CCOC(=O)N1CCC(NC(=O)Cn2cccc2C(=O)c2ccccc2)CC1	-1	1	4	-3
2	-7	-3	-2	7	-0.3	COc1ccc(S(=O)(=O)n2ccnc2C)c(C)c1C	2	-1	3	-2
-15	19	23*	49*	22	0.6	COc1cc(C(O)c2nc(-c3ccc4ccccc4c3)cs2)ccc1F (configuration not stated)	11	6	4	-8
13	10	-5	-4	6	0.2	Cc1nn(-c2ccccc2)c(N2CCCC2)c1/C=C1\N=C(c2ccc(F)cc2)OC1=O	8	1	0	-3
14	2	-1	-2	8	0.2	COc1ccc2nc(SCC(=O)NN)cc(C)c2c1	12	-2	1	10
9	1	-4	-3	-10	0.3	COC(=O)c1ccccc1NC(=O)c1cncc(Br)c1	0	0	-1	-3

Entries listed so far that contain an aryl methoxy group (8):
TDP2 absorb	ARFGAP1 inhibitor	ADAM17 inh	ADAM10 inh	ASAP1 inh	proKLK7 act	SMILES	DDE Tn7 FP inh	PLCg1 inh	LEDGF integ inh	DDE Tn6 FP inh
5	-1	-1	-1	6	0.1	COc1ccc(-c2c[n+](CC(=O)c3ccccc3)c3n2CCCCC3)cc1	-4	-1	1	-3
3	20	-1	0	-7	-0.2	COc1ccc(C)cc1S(=O)(=O)N(C)CC(=O)N1CCN(c2ccccc2)CC1	-5	3	1	6
2	3	0	-5	-7	0.3	COc1cccc(OC(=O)N2CCOCC2)c1	6	-1	-5	10
6	-8	4	12	4	-0.1	COc1ccc(F)cc1-c1cc(C(=O)NCc2ccc(C(F)(F)F)cc2)[nH]n1	7	1	0	-18
-2	-7	-5	-5	5	-0.4	COc1ccc(-n2ncc(C(C)NS(=O)(=O)c3cc(C)sc3C)c2C)cc1 (configuration not stated)	2	1	-1	10
2	-7	-3	-2	7	-0.3	COc1ccc(S(=O)(=O)n2ccnc2C)c(C)c1C	2	-1	3	-2
-15	19	23*	49*	22	0.6	COc1cc(C(O)c2nc(-c3ccc4ccccc4c3)cs2)ccc1F (configuration not stated)	11	6	4	-8
14	2	-1	-2	8	0.2	COc1ccc2nc(SCC(=O)NN)cc(C)c2c1	12	-2	1	10

Source: PubChem
